TRHR PAM – TRH receptor (human) allosteric enhancement. P34981. TRHR cells, fluo-8 calcium fluorescence, EC20 TRH enhancement. enhancement, % at 2 µM. actives 0.66% (n = 360,000). AID 493056; in the data active = enhancement above about 30%; note: 0% is about no effect
Target sequence (P34981 whole entry, looked up): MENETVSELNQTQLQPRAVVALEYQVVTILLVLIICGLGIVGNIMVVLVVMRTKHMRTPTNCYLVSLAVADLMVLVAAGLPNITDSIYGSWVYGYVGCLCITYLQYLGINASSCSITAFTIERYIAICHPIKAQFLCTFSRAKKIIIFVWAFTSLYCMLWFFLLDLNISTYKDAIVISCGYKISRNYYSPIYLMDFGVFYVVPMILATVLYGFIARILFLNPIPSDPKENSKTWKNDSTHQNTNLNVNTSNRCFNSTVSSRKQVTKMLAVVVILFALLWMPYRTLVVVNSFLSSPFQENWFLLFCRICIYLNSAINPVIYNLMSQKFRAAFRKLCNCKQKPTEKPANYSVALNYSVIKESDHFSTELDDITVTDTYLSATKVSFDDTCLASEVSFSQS
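Enhancer read-out: after compound pinning and an initial kinetic agonist-mode read, an EC20 of TRH (10 nM final) was injected and fluo-8 calcium signal (Ex 480/Em 530) followed at 1 s/cycle for 100 cycles in TRHR-expressing cells.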
D2 potentiator – positively modulates the human D2 dopamine receptor allosterically. actives 0.34% (n = 340,000). P14416. potentiation, % at 10 µM. HEK293 T-REx D2, calcium flux, EC20 dopamine potentiation;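 active = potentiation over 3 SD above the plate norm, cut at about 30% in these data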; note: 0% is about no effect
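Tetracycline-induced HEK293 T-REx cells force-coupled to calcium signalling expressed D2; compounds were pin-added after a 10 s baseline, read kinetically 180 s, then an EC20 dopamine challenge followed with a further 180 s calcium read.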
TRHR agonist – TRH receptor (human) agonism | AID 493084 | P34981 | TRHR cells, calcium flux fluo-8, FDSS agonist mode | actives 0.18% (n = 360,000) | activation, % at 2 µM; in the data active = activation above about 30%; note: 0% is about no effect
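In this calcium-flux screen, cells bearing human TRHR are dye-loaded with fluo-8, baselined for 10 cycles, then exposed to library compounds; positive kinetic calcium responses during the agonist phase mark hits, with TRH as control.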
Anesthetic bind – candidate novel general anesthetic via apoferritin binding. actives 0.074% (n = 350,000). AID 485281. apoferritin/1-aminoanthracene competitive binding, fluorescence. Potency, µM (titrated, usually from 77.5 µM), for the others: at the highest dose activity change, negative = displacement, actives largely listed as inhibitors; note: potency is the fitted concentration of half-maximal effect; % is set by controls: 0 for no effect and ±100 for the full control effect; nearly all actives have a fitted effect of over 20% in size
Target sequence (P02791 2-175 limits assumed): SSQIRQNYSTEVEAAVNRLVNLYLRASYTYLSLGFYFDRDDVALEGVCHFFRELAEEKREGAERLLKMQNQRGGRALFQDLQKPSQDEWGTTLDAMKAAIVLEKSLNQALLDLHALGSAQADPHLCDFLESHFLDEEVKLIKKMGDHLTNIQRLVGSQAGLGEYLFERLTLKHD
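Apoferritin-based anesthetic binding model; compound displacement of fluorescent 1-AMA measured as endpoint fluorescence after 10 minutes at room temperature, scaled to free-ligand and complex controls.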
D1 agonist – activates the human D1 dopamine receptor; HEK293 T-REx D1 cells, calcium flux, agonist mode; activation, % at 2 µM; actives 1% (n = 360,000); AID 504660; in the data active = activation above about 30%; note: 0% is about no effect
Target sequence (P21728 whole entry, looked up): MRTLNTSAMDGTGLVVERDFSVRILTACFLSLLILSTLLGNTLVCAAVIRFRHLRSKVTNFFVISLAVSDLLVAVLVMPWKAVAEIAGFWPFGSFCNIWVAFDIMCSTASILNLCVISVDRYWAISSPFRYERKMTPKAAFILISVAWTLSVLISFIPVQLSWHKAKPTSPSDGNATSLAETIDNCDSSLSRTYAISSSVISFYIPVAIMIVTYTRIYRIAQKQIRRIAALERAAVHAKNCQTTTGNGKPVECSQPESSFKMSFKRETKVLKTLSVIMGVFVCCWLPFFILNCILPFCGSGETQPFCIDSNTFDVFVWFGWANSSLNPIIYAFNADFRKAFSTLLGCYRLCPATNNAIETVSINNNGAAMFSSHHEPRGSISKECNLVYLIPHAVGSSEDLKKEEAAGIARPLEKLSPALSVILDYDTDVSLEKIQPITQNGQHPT
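Inducible HEK293 T-REx D1 cells, force-coupled to calcium signalling, were plated at 4000 cells/well with tetracycline and held overnight at 30 C. After no-wash calcium dye loading, compound-evoked calcium rise over 180 s flagged agonists.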
RXFP1 ag – RXFP1 (human) receptor agonism. Q9HBX9. HEK293T-RXFP1 cAMP TR-FRET, 30 min; response scale: percent of porcine relaxin response, buffer zero. Potency, µM (doses to about 57.5 µM), for inactives: at the top dose activation, most hits filed as activators. actives 0.3% (n = 370,000); note: potency is the fitted concentration of half-maximal effect; % is set by controls: 0 for no effect and ±100 for the full control effect; nearly all actives have a fitted effect of over 60% in size; many of its hits are not listed in these tables
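HEK293 cells stably expressing RXFP1, treated 30 min at 37C with compounds plus PDE4 inhibitor Ro 20174; cAMP measured by HTRF TR-FRET. Normalized to buffer and 29 nM porcine relaxin; EC50 by Hill fit.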
D1 antag – blocks dopamine activation of the human D1 receptor; AID 504652; activity change, negative = inhibition, % at 10 µM; actives 3.2% (n = 360,000); HEK293 TREx D1 cells, calcium flux, dopamine EC80; stronger effect = lower value; P21728; in the data active = activity change below about -30%; note: % is set by controls: 0 for no effect and ±100 for the full control effect
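Tetracycline-induced HEK293 T-REx cells with force-coupled D1 receptor were loaded with a no-wash calcium dye. Compound was added after a 10 s baseline and read kinetically for 180 s; EC80 dopamine was then added and calcium flux followed another 180 s.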
RXFP1 antagonist – RXFP1 (human) relaxin receptor antagonism; AID 1259400; actives 0.59% (n = 350,000); activity change, negative = inhibition, % at 57.5 µM; HEK293-RXFP1, relaxin-stimulated cAMP HTRF, 30 min; stronger effect = lower value;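 active = activity change of -60% or lower, but not beyond a set lower limit; inconclusive = change between -60% and -40%, or beyond the set limit; inactive = change above -40%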; note: % is set by controls: 0 for no effect and ±100 for the full control effect
D1 PAM – enhances dopamine response at the human D1 receptor | P21728 | HEK293 TREx D1 cells, calcium flux, dopamine EC20 potentiation | potentiation, % at 10 µM | actives 0.036% (n = 360,000); in the data active = potentiation above about 30%; note: 0% is about no effect
* = called active by the depositor; ? = inconclusive; · = no result given. Unless noted, calls come from the whole dose curve; as a rule, active = well fitted curve in the direction sought with a large enough effect; inconclusive = small, poorly fitted or top-dose-only effect, or another doubt; inactive = no such curve, though single readings can be large; an effect the other way counts as inactive or inconclusive. Only part of the results is shown (hit frequency here may not be typical).

SMILES	TRHR PAM	D2 potentiator	TRHR agonist	Anesthetic bind	D1 agonist	RXFP1 ag	D1 antag	RXFP1 antagonist	D1 PAM
COC(=O)c1ccc(-n2c(/C=C/c3cc(OC)c(OC)c(OC)c3)nc3cc(Cl)ccc3c2=O)cc1	-1	10	-0.9	-11%	-3	3.7%	6	-24	0
COc1ccc(C(=O)Nc2ccnn2C2CCN(CC3CC=CCC3)CC2)cc1 (stereo not given)	7	-2	0.3	-10%	2	2.1%	2	5	-3
O=S(=O)(c1ccc2c(c1)OCCO2)N1CCN(c2ncnc3sccc23)CC1	-7	·	-0.5	-8%	13	4.6%	-32*	19	-4
Cc1nc(N(C)C)c2sc(=S)n(C)c2n1	4	9	0.0	-2%	2	3.0%	1	-8	1
C=CCn1c(SCC(=O)NC2CCCCC2)nnc1-c1ccccn1	0	-9	-0.2	-10%	3	8.3%	-32*	-8	-7
Cn1c(CCN2CCN(c3ccccn3)CC2)nc2cc(NC(=O)COc3ccccc3)ccc21	0	1	-0.2	-7%	5	-0.9%	-17	-9	-5
CC1CCCN(CCCOc2ccccc2-c2ccccc2)C1 (stereo not given)	5	-28	0.2	-9%	9	3.1%	·	-32	-11
C=CCCCCCCCCC(=O)NNC1=CC(=O)CC(C)(C)C1	-9	3	-0.6	?	1	0.7%	-17	-8	-12
O=C(O)c1cccc(NS(=O)(=O)c2ccc(S(=O)(=O)N3CCOCC3)cc2)c1	-6	3	-0.6	-4%	9	2.4%	11	2	0
O=C(NC1CCCC1)c1nc2c(nnn2Cc2ccccc2Cl)c(=O)[nH]1	-5	·	0.6	-17%	1	-1.3%	11	-14	0
COCCNC(=O)CN1C(=O)CC(C)(C)S(=O)(=O)c2ccccc21	-5	1	0.1	-8%	1	-0.4%	1	2	·
COCCN(C(=O)CSc1nnc(-c2ccc(C)c(C)c2)o1)c1c(N)n(CC(C)C)c(=O)[nH]c1=O	4	9	0.2	·	1	1.4%	-10	16	-2
COc1ccc(OCC(=O)NC2CCCCCCC2)cc1	-3	3	-0.6	?	-2	1.9%	39	2	-6
CC(C)CC(COCc1ccc(Cl)cc1)N1CCN(C(=O)c2ccc(C(F)(F)F)cc2)CCC1=O (stereo not given)	3	·	0.7	-10%	1	-0.1%	10	·	-2
COc1cccc(NC(=O)CC(c2ccc(OC(C)C)cc2)c2ccccc2OC)c1 (stereo not given)	-3	-9	0.0	2%	6	0.5%	-6	-13	-3
CSc1nnc2c(n1)OC(C1CC=C(C)CC1)Nc1ccccc1-2 (stereo not given)	8	1	1.3	-12%	2	-0.3%	3	·	-1
Fc1ccc(NC(=S)Nc2cc(Cl)ccc2Cl)cc1	-2	10	-0.6	-16%	2	-1.3%	-22	10	4
CCS(=O)(=O)c1nn2c(N)c(/C=C3/C=CC(=O)C(OC)=C3)c(=O)nc2s1	7	5	15	4%	31*	0.2%	13	-5	-3
CSc1ccc(CN(C)C(=O)CNC(=O)c2sc3ccccc3c2Cl)cc1	24	20	1.6	-16%	1	5.2%	-6	-10	-3
CC(C)(C)/C=N/NC(=O)C1CC1	3	3	0.3	-13%	2	1.1%	11	3	-4
COc1cnn(-c2ccccc2)c(=O)c1N(C)C	-2	1	0.0	1%	1	0.8%	6	-4	2
CCCOc1c(Cl)cc(C(=O)Nc2ccc3c(c2)OCO3)cc1OCC	0	-23	0.1	-10%	3	-0.3%	-2	-4	-5
O=C(O)CCC(=O)N1c2ccccc2NC2=C(C(=O)CC(c3ccc(F)cc3)C2)C1c1ccc([N+](=O)[O-])o1 (stereo not given)	2	17	-0.8	-10%	2	-2.9%	7	3	-3
CNC(=O)c1cc(C(=O)c2ccccc2C(F)(F)F)c[nH]1	4	8	0.9	-7%	4	1.0%	-16	-5	-5
COc1ccccc1NC(=O)Cn1nc(-c2ccc(C)cc2)c2c(c1=O)CCCC2	-1	5	-1.6	?	2	-2.7%	-13	·	0
CCOC(=O)c1c(CSc2ccccc2)n(C)c2cc(Br)c(O)c(CN(C)C)c12	2	-3	-0.5	2%	1	-0.2%	3	-39	-2
CCCN(CC(=O)Nc1ccc(C(C)=O)cc1)CC(=O)Nc1ccccc1C	-4	-3	0.7	-17%	2	0.3%	-5	-1	-5
COc1cc(NC(N)=S)c(OC)cc1Cl	1	-2	0.8	-2%	1	-0.2%	15	-26	-5
Cc1cc(-n2c(C)cc(C(=O)CN3C(=O)NC4(CCCC4)C3=O)c2C)no1	1	9	0.4	-10%	2	0.1%	5	-16	0
COC(=O)CCCC(=O)NC1CCCc2c1cnn2-c1ccc(F)cc1F (stereo not given)	-3	1	0.4	3%	-3	-2.8%	-19	-2	-9

Structures shown so far that contain a COOH group (2):
SMILES	TRHR PAM	D2 potentiator	TRHR agonist	Anesthetic bind	D1 agonist	RXFP1 ag	D1 antag	RXFP1 antagonist	D1 PAM
O=C(O)c1cccc(NS(=O)(=O)c2ccc(S(=O)(=O)N3CCOCC3)cc2)c1	-6	3	-0.6	-4%	9	2.4%	11	2	0
O=C(O)CCC(=O)N1c2ccccc2NC2=C(C(=O)CC(c3ccc(F)cc3)C2)C1c1ccc([N+](=O)[O-])o1 (stereo not given)	2	17	-0.8	-10%	2	-2.9%	7	3	-3

More entries follow.
SMILES	TRHR PAM	D2 potentiator	TRHR agonist	Anesthetic bind	D1 agonist	RXFP1 ag	D1 antag	RXFP1 antagonist	D1 PAM
CC(=O)NC1C(OCCOc2ccc(Cl)cc2Cl)OC(COC(C)=O)C(OC(C)=O)C1OC(C)=O (stereo not given)	-7	-8	-0.3	-4%	-1	-1.8%	1	-2	-2
O=C(Oc1cc(Cl)ccc1Cl)C1=CC=CN2CCS(=O)(=O)N=C12	2	4	-0.9	·	3	-0.2%	-2	3	-3
CCOc1ccc(OCc2ccc(C(=O)NCc3ccncc3)o2)cc1	-3	1	-0.2	3%	8	0.1%	13	21	5
COc1cc(OC)c(NC(=O)c2c(C)nn(-c3ccc(C)cc3)c2-n2cccc2)cc1Cl	4	2	-1.1	-15%	1	1.0%	21	·	-1
C/C(CCc1oc2ccc(Cl)cc2c1-c1ccc(C)o1)=N\O	-7	9	1.5	-10%	2	1.2%	-9	-13	1
CCOC(=O)CSc1ncnc2c1sc1nc(N3CCOCC3)c3c(c12)CCCC3	12	7	0.1	-3%	4	2.9%	-17	5	6
COc1cc(Nc2nn(-c3ccc(OC(F)(F)F)cc3)nc2C(C)=O)cc(OC)c1	4	5	3.2	-7%	3	1.4%	-8	4	-2
c1cncc(C(c2nnnn2C2CCCC2)N2CCN(Cc3ccc4c(c3)OCO4)CC2)c1 (stereo not given)	-6	4	-0.3	-8%	2	1.7%	9	-4	-2
COc1ccc(N2C(=O)CC(Sc3nc(C)cc(C)c3C#N)C2=O)cc1 (stereo not given)	41*	-6	-0.2	-11%	4	0.7%	-5	4	0
CCN(CC)c1ccc(S(=O)(=O)N2CCCCC2)cc1NC(=O)C1=COCCO1	-10	-5	-1.0	·	4	-0.2%	5	-15	-4

Part of the list above, reformatted:
CCOC(=O)CSc1ncnc2c1sc1nc(N3CCOCC3)c3c(c12)CCCC3
  TRHR PAM: 12
  D2 potentiator: 7
  TRHR agonist: 0.1
  Anesthetic bind: -3%
  D1 agonist: 4
  RXFP1 ag: 2.9%
  D1 antag: -17
  RXFP1 antagonist: 5
  D1 PAM: 6
COc1cc(Nc2nn(-c3ccc(OC(F)(F)F)cc3)nc2C(C)=O)cc(OC)c1
  TRHR PAM: 4
  D2 potentiator: 5
  TRHR agonist: 3.2
  Anesthetic bind: -7%
  D1 agonist: 3
  RXFP1 ag: 1.4%
  D1 antag: -8
  RXFP1 antagonist: 4
  D1 PAM: -2
c1cncc(C(c2nnnn2C2CCCC2)N2CCN(Cc3ccc4c(c3)OCO4)CC2)c1 (stereo not given)
  TRHR PAM: -6
  D2 potentiator: 4
  TRHR agonist: -0.3
  Anesthetic bind: -8%
  D1 agonist: 2
  RXFP1 ag: 1.7%
  D1 antag: 9
  RXFP1 antagonist: -4
  D1 PAM: -2
COc1ccc(N2C(=O)CC(Sc3nc(C)cc(C)c3C#N)C2=O)cc1 (stereo not given)
  TRHR PAM: 41*
  D2 potentiator: -6
  TRHR agonist: -0.2
  Anesthetic bind: -11%
  D1 agonist: 4
  RXFP1 ag: 0.7%
  D1 antag: -5
  RXFP1 antagonist: 4
  D1 PAM: 0

By substructure, the compounds so far with an NH in an aromatic ring (three)
SMILES	TRHR PAM	D2 potentiator	TRHR agonist	Anesthetic bind	D1 agonist	RXFP1 ag	D1 antag	RXFP1 antagonist	D1 PAM
O=C(NC1CCCC1)c1nc2c(nnn2Cc2ccccc2Cl)c(=O)[nH]1	-5	·	0.6	-17%	1	-1.3%	11	-14	0
COCCN(C(=O)CSc1nnc(-c2ccc(C)c(C)c2)o1)c1c(N)n(CC(C)C)c(=O)[nH]c1=O	4	9	0.2	·	1	1.4%	-10	16	-2
CNC(=O)c1cc(C(=O)c2ccccc2C(F)(F)F)c[nH]1	4	8	0.9	-7%	4	1.0%	-16	-5	-5

(list continues)
SMILES	TRHR PAM	D2 potentiator	TRHR agonist	Anesthetic bind	D1 agonist	RXFP1 ag	D1 antag	RXFP1 antagonist	D1 PAM
Cc1cc(-c2nnc(-c3cccc(C(F)(F)F)c3)o2)no1	-4	6	0.4	?	3	-0.2%	-6	-8	-6
O=C(c1ccccc1)N1N=C(C(F)(F)F)CC1(O)c1ccccc1 (stereo not given)	38*	4	-1.7	-20%	3	0.8%	-14	-2	1
CNC(=O)c1ccc(NC(=O)c2cc(S(=O)(=O)N3CCOCC3)ccc2N2CCCC2)cc1	4	3	0.1	·	6	0.1%	-4	-7	·
O=C(/C(=C/O)N=Nc1ccccc1)c1ccc(Cl)cc1	-1	9	-0.2	-21%	1	-0.7%	1	-22	-1
CC(C)Sc1nc(O)c(Cc2ccccc2)c(=O)[nH]1	1	-10	0.6	-5%	1	2.3%	·	-5	-1
CN1CCN(C(=O)CN(C2CCCCC2)S(=O)(=O)c2ccc(Br)cc2)CC1	20	0	1.7	-7%	14	-0.2%	30	-13	-8
CCN(CC)S(=O)(=O)c1ccc2c(c1)N(CC(=O)N1CCN(c3cccc(C(F)(F)F)c3)CC1)C(=O)CO2	-2	-15	0.0	-4%	3	3.7%	6	-2	4
O=C(COC(=O)CNS(=O)(=O)c1ccc(F)c(F)c1F)NCCc1ccccc1	-11	-3	1.1	-1%	1	-3.2%	11	5	-2
Cc1c(CN2CCCC(C)C2)c(O)n(CCO)c(=O)c1C#N (stereo not given)	-4	14	0.4	?	3	0.1%	7	-8	-1

Bioassay records from PubChem.
